LDHA inh: LDHA (human) enzyme inhibition; purified LDHA, NADH/diaphorase-resazurin fluorescence; hits give low values; activity change, % (values are at about 110 or 230 µM); 0.15% of 480,000 active; AID 1347041; in the data active = activity change below about -30%;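 note: plate controls were DMSO wells for no effect and wells without enzyme for full effect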
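Remaining NADH was detected by diaphorase (0.133 mg/mL) converting 37 µM resazurin to fluorescent resorufin, read at 0 and 20 minutes. The preceding 5-minute room-temperature reaction used 2 nM LDHA, 0.2 mM sodium pyruvate and 0.06 mM NADH at pH 7.4.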
* hit, by the source's call.

> O=C(CSCn1nnc2c(=O)[nH]c(Cc3ccc(F)cc3)nc21)Nc1ccc(F)c(Cl)c1
  LDHA inh: 8

> O=C1Cc2cc(C(=O)CSc3nnc(-c4ccncc4)o3)c(Cl)cc2N1
  LDHA inh: 13

> CCN(CC)S(=O)(=O)c1ccc(-c2nc(C#N)c(NCCN(C)C)o2)cc1
  LDHA inh: -4

> CC(C)OCc1ccccc1CNS(=O)(=O)c1cc(F)cc(F)c1
  LDHA inh: 13

> Cn1c(-c2cccc(Br)c2)c(-c2cn3ccccc3n2)c(=O)n(C)c1=O
  LDHA inh: 0

> O=C(NC1CC1)c1cc(-c2ccc(O)cc2)nc2ccccc12
  LDHA inh: -1

> CCOc1ccc(NC(=O)NCc2nc(-c3cccc(Cl)c3)oc2C)cc1
  LDHA inh: 4

> COc1ccc(N(C)C(=O)c2cc3ccccc3oc2=O)cc1OC
  LDHA inh: 0

> COC(=O)c1cccc(NC(=O)c2cc(=O)c3ccccc3o2)c1
  LDHA inh: 14

> CCC(C)c1ccc(C(=O)Cn2cnc3c2c(=O)n(C)c(=O)n3C)cc1 (configuration not stated)
  LDHA inh: -7

> COc1ccc(-c2nc(C)c(-c3ccccc3)s2)cc1OC
  LDHA inh: -24

> Cn1c(=O)[nH]c(=O)c2c1nc(Sc1nc3ccccc3[nH]1)n2CCCc1ccccc1
  LDHA inh: -12

> O=C(CSc1nnc(-c2ccncc2)n1CC(F)(F)F)NCC1CC1
  LDHA inh: -16

> CC(NC(=O)CCc1c[nH]c2ccccc12)c1ccco1 (configuration not stated)
  LDHA inh: 1

> Cn1c(C=C(C#N)C#N)ccc1-c1ccc(Cl)cc1
  LDHA inh: 9

> O=C(NC1CCCCC1)c1nn(Cc2ccccc2)c(=O)c2ccccc12
  LDHA inh: -1

> CN(C)CCNc1oc(-c2ccc(S(=O)(=O)N3CCCCCC3)cc2)nc1C#N
  LDHA inh: 4

> CCCCC(CC)CNC(=O)CCNC(=O)c1ccccc1 (configuration not stated)
  LDHA inh: -3

> CCc1ccc2oc(C(=O)N(Cc3ccc(Cl)cc3)C3CCS(=O)(=O)C3)cc(=O)c2c1 (configuration not stated)
  LDHA inh: -1

> COc1ccc(C(NC(=O)c2nc(-c3ccccc3)oc2C)c2ccccc2)cc1 (configuration not stated)
  LDHA inh: 9

> CCCCCCCCCCSc1ccc(C(C)=O)cc1
  LDHA inh: 12

> O=Cc1ccc(OCc2ccccc2)cc1
  LDHA inh: 0

> CC(=O)c1c(C)[nH]c(C(=O)OC(C)C(=O)Nc2ccc(Cl)cn2)c1C (configuration not stated)
  LDHA inh: -2

> CC(=O)OCc1ccc(C(=O)NC(C)C(N)=O)cc1 (configuration not stated)
  LDHA inh: -1

> CSc1nc2c(c(=O)[nH]c(=O)n2C)n1Cc1cccc(C)c1
  LDHA inh: 3

> COc1ccc(OC)c(S(=O)(=O)Nc2cccc(CCc3nc4ccccc4n3C)c2)c1
  LDHA inh: 5

> COc1ccc(-c2cc(C(=O)O)c3cc(C)c(C)cc3n2)cc1
  LDHA inh: 5

> COC(=O)C(C)(C)NC(=O)c1cccc(CS(C)(=O)=O)c1
  LDHA inh: -2

> NC(=O)CN1CCC(NC(=O)c2ccc(Oc3ccc(F)cc3)cc2)CC1
  LDHA inh: 5

> CC1CCc2c(sc(N)c2C#N)C1 (configuration not stated)
  LDHA inh: -1

Arranged by molecular weight (high to low): 6 of the compounds above
> NC(=O)CN1CCC(NC(=O)c2ccc(Oc3ccc(F)cc3)cc2)CC1
  LDHA inh: 5

> CC(=O)c1c(C)[nH]c(C(=O)OC(C)C(=O)Nc2ccc(Cl)cn2)c1C (configuration not stated)
  LDHA inh: -2

> CSc1nc2c(c(=O)[nH]c(=O)n2C)n1Cc1cccc(C)c1
  LDHA inh: 3

> COC(=O)C(C)(C)NC(=O)c1cccc(CS(C)(=O)=O)c1
  LDHA inh: -2

> COc1ccc(-c2cc(C(=O)O)c3cc(C)c(C)cc3n2)cc1
  LDHA inh: 5

> CCCCCCCCCCSc1ccc(C(C)=O)cc1
  LDHA inh: 12

Continuation:
> CC(C)CCN(CC(=O)NC(N)=O)C1CC1
  LDHA inh: -14

> COc1cccc(N(CC(=O)Nc2ccc(C(N)=O)cc2)S(=O)(=O)c2ccccc2)c1
  LDHA inh: 12

> Cn1c(NCc2ccc(Cl)cc2)nc2c1c(=O)n(Cc1ccc(Cl)cc1)c(=O)n2C
  LDHA inh: 2

> NC(=O)C1=C(Nc2ccc(F)cc2F)c2ccccc2S1(=O)=O
  LDHA inh: -1

> CC(=O)Nc1ccc(/C(C)=N/NC(N)=S)cc1
  LDHA inh: 8

> COc1cccc(C(=O)/C(C#N)=C\c2ccccc2OC(F)F)c1
  LDHA inh: 7

> Cc1oc(-c2ccc(C(=O)NCCCN3CCOCC3)cc2)nc1CS(=O)(=O)c1ccccc1
  LDHA inh: 8

> CN(C)S(=O)(=O)c1ccc(C(=O)N2CCCc3ccccc32)cc1
  LDHA inh: -1

> CCn1c(SCC(=O)Nc2cccc(C(C)=O)c2)nnc1-c1cc2ccccc2o1
  LDHA inh: -4

> Cn1c(SCc2csc(-c3ccc4c(c3)OCO4)n2)nnc1C1CCCCC1
  LDHA inh: -2

Copied from the list.
LDHA inh result of Cn1c(NCc2ccc(Cl)cc2)nc2c1c(=O)n(Cc1ccc(Cl)cc1)c(=O)n2C = 2
LDHA inh result of CC(C)CCN(CC(=O)NC(N)=O)C1CC1 = -14
LDHA inh result of CC(=O)Nc1ccc(/C(C)=N/NC(N)=S)cc1 = 8

New compounds follow.
> CN1CCN(C(=O)CN2CCN(C(C(=O)O)c3cn(CCC(=O)O)c4cc(F)ccc34)CC2)CC1 (configuration not stated)
  LDHA inh: -4

> CC(NC(=O)CCCNC(=O)C1CC1)c1ccc(C#N)cc1 (configuration not stated)
  LDHA inh: -9

> O=C(NC1CCC(c2ccccc2)CC1)c1n[nH]c(=O)c2ccccc12 (configuration not stated)
  LDHA inh: 3

> O=C(Cn1cc(Br)c(=O)[nH]c1=O)N1CCSCC1
  LDHA inh: 4

> O=C(OCc1ccc(F)cc1)c1ccc(C2Nc3ccccc3S(=O)(=O)N2)cc1 (configuration not stated)
  LDHA inh: 12

> CC(C)(C)c1ccc(S(=O)(=O)n2cnc3ccccc32)cc1
  LDHA inh: -5

> COC(=O)CSc1sc(=O)sc1SC
  LDHA inh: 4

> Cc1ccc2c(c1)C1(C(=O)N2)C(C#N)=C(N)N(c2ccc(C(F)(F)F)cc2)C2=C1C(=O)CCC2 (configuration not stated)
  LDHA inh: 2

> CC(C)C[C@H](NC(=O)c1cccc2c1-c1ccccc1C2=O)C(=O)O
  LDHA inh: 9

> Cc1ccc(-c2nc(CN3C(=O)C(=O)N(C(C)C)C3=O)co2)c(C)c1
  LDHA inh: 0

As a short view, part of the list above.
> O=C(CSCn1nnc2c(=O)[nH]c(Cc3ccc(F)cc3)nc21)Nc1ccc(F)c(Cl)c1
  LDHA inh: 8

> O=C1Cc2cc(C(=O)CSc3nnc(-c4ccncc4)o3)c(Cl)cc2N1
  LDHA inh: 13

> CCN(CC)S(=O)(=O)c1ccc(-c2nc(C#N)c(NCCN(C)C)o2)cc1
  LDHA inh: -4

> CC(C)OCc1ccccc1CNS(=O)(=O)c1cc(F)cc(F)c1
  LDHA inh: 13

> Cn1c(-c2cccc(Br)c2)c(-c2cn3ccccc3n2)c(=O)n(C)c1=O
  LDHA inh: 0

More records follow.
> c1cc(CNCCCN2CCCCC2)ccn1
  LDHA inh: 9

> CCc1ccc(NC(=O)c2cc(=O)c3ccc(C)cc3o2)cc1
  LDHA inh: 9

> CC1(C)C2CCC1(C(=O)Nc1ccccc1)C(=O)C2 (configuration not stated)
  LDHA inh: 1

> O=C(O)CCCN1CCCC1
  LDHA inh: 13

> CC1(C)c2ccccc2N2CC(=O)N[C@@]21/C=C/c1ccc(Cl)cc1
  LDHA inh: 3

> CCC(CC)C(CNc1ccc2nnnn2n1)N1CCCC1 (configuration not stated)
  LDHA inh: -13

> O=C(Cn1cc(C(F)(F)F)ccc1=O)Nc1cc(C(F)(F)F)ccc1Cl
  LDHA inh: 3

> CN1CCc2nc3sc(C(=O)c4ccc(Cl)cc4)c(N)c3cc2C1
  LDHA inh: 14

> COC(=O)c1cnn(-c2ccc(C(=O)Nc3ccc(C)cc3Br)cc2)c1N
  LDHA inh: 12

> C=C(Cl)COc1ccccc1C(N)=O
  LDHA inh: 6

Fetched by compound from above (7):
> CC(=O)OCc1ccc(C(=O)NC(C)C(N)=O)cc1 (configuration not stated)
  LDHA inh: -1

> COC(=O)c1cnn(-c2ccc(C(=O)Nc3ccc(C)cc3Br)cc2)c1N
  LDHA inh: 12

> O=C(O)CCCN1CCCC1
  LDHA inh: 13

> COc1ccc(-c2nc(C)c(-c3ccccc3)s2)cc1OC
  LDHA inh: -24

> CN(C)CCNc1oc(-c2ccc(S(=O)(=O)N3CCCCCC3)cc2)nc1C#N
  LDHA inh: 4

> O=C(NC1CC1)c1cc(-c2ccc(O)cc2)nc2ccccc12
  LDHA inh: -1

> CC1(C)c2ccccc2N2CC(=O)N[C@@]21/C=C/c1ccc(Cl)cc1
  LDHA inh: 3

Next compounds
compound	LDHA inh
CC(=O)Nc1cccs1	-17
COCCCn1cnnc1SCC(=O)c1c[nH]c2ccccc12	0
O=C(N/N=C/c1ccccc1)c1ccc[n+]([O-])c1	14
CC(C)c1ccccc1NC(=O)c1cc(Cl)ccc1F	0
Cc1ccccc1-c1nc(CS(=O)(=O)CC(=O)NCc2ccc(OC(C)C)cc2)c(C)o1	-1
Cn1c(=O)c2c(ncn2CC(=O)NCCc2cccc(F)c2)n(C)c1=O	-8
Cc1ccc(S(=O)(=O)N2CCC3(CC2)NC(=O)c2ccccc2N3)cc1C	-1
N#Cc1ccc(NCCNC(=O)Nc2ccccc2)nc1	-3
O=C(Nc1nc2ccc(F)cc2s1)c1cc(=O)c2ccccc2o1	0
CCn1c(=O)c2c(nc(-n3nc(C)cc3C)n2CC)n(C)c1=O	-11
CCc1ccc(C2Cc3ccccc3N2)cc1 (configuration not stated)	15
CN(Cc1cccc(F)c1)C(=O)NC1CCCC(C(F)(F)F)C1 (configuration not stated)	6
O=C(NC1CCCCCC1)c1ccccn1	5
Cc1[nH]c2ccccc2c1-c1csc(NC(=O)C2CCC2)n1	7
Cc1cc(Br)cc(C)c1OC(C)C(=O)O (configuration not stated)	-6
CCCN1CCN(S(=O)(=O)c2ccc(/C=C\c3onc(C)c3NC(=O)C3CC3)cc2)CC1	-2
CCCCNC(=O)c1cc(-c2ccc(C)o2)nc2ccccc12	8
Nc1ccc(S(=O)(=O)O)c2cccc(S(=O)(=O)O)c12	5
COc1cccc(N2CC(NC(=O)Nc3nc4c(C)cccc4s3)CC2=O)c1 (configuration not stated)	-11
NS(=O)(=O)c1ccc(CCNC(=O)COc2ccc3ccc(=O)oc3c2)cc1	10
CCC(CC)c1nnc(NC(=O)c2nn(Cc3ccccc3)c(=O)c3ccccc23)s1	4
Cc1nc2c3cccnc3nn2c(C)c1CCC(=O)NCc1ccc(Cl)cc1	6
CCOc1ccc(CN(CCOC)Cc2cc(=O)n3cc(C)ccc3n2)cc1	7
Cc1cccc(C(=O)Nc2sc3c(c2C(=O)N2CCN(C)CC2)CCC3)c1	8
CC1CC(=O)Nc2cc(S(=O)(=O)NCCc3ccco3)ccc2S1 (configuration not stated)	3
COC(=O)COc1ccc(-c2nnc(Nc3ccc(OC)cc3)c3ccccc23)cc1	1
CCc1ccc(NC(=O)NCc2nc(-c3ccc(C)cc3)oc2C)cc1	0
CCCNc1nc2ccccc2nc1C(=O)Nc1cccc(C)c1C	-4
O=C(O)C(c1c[nH]c2ccccc12)N1CCN(c2nsc3ccccc23)CC1 (configuration not stated)	9
COc1cc(C(=O)Nc2ccccc2)cc2c1OCCO2	-20
CN1C(=O)C(Cc2nc3ccccc3c(=O)n2CCCO)c2ccccc21 (configuration not stated)	1
O=C(CN(Cc1cccs1)CC1CCCO1)Nc1ccc2ccccc2c1 (configuration not stated)	14
CCCN1CNC(=S)N(N2CN(CCC)CNC2=S)C1	-4
CN(CC(=O)NC1(c2ccccc2)CCC1)c1ncnc2nc[nH]c12	1
Cc1oc(-c2ccc(Cl)cc2)nc1CSc1nc2ccncc2[nH]1	-2
Cc1ccc(Nc2nc(CSc3nnc4n3CCCCC4)cs2)cc1C	-23
CC(C)CC(=O)Nc1ccc2oc(-c3ccc(Cl)cc3)nc2c1	0
Cc1cccc(OCCSCc2ccc(C(=O)Nc3ccccc3)cc2)c1	8
O=C(NC1(C(F)(F)F)N=C(c2ccccc2)N(Cc2ccco2)C1=O)c1ccccc1 (configuration not stated)	4
Cc1cccc(NC(=O)c2ccc(COc3ccccc3)cc2)c1	8
COc1ccc(C2C(C#N)=C(N)Oc3n[nH]c(-c4ccc(C)cc4)c32)cc1O (configuration not stated)	1
CCC(=O)Nc1ccc(-c2csc(NC)n2)cc1	2
CC(C)C(Nc1ccc([N+](=O)[O-])cn1)c1ccc(Cl)cc1 (configuration not stated)	4
CCOC(=O)C(=C(C#N)C#N)C1=C(N2CCOCC2)/C(=C/c2ccccc2)CC1	14
Fc1ccc(/C=N/Nc2c(Cl)cc(Cl)cc2Cl)cc1F	12
CSc1ccccc1NC(=O)c1ccccc1SC	0
Cc1cc(C)nc(CC#N)n1	-7
COc1ccc(S(=O)(=O)N(C)Cc2nc(-c3ccc(OC(F)(F)F)cc3)no2)cc1	13
COCCn1c(C)cc(-c2csc(NCc3ccccc3OC)n2)c1C	-3
COCCn1cnc2c1c(=O)n(CC(=O)Nc1ccccc1F)c(=O)n2Cc1ccccc1	3
O=C(CCNS(=O)(=O)c1ccc2[nH]c(=O)ccc2c1)N1CCN(c2ccc(Cl)cc2)CC1	1
N#Cc1nc(-c2ccc(S(=O)(=O)N3CCCCC3)cc2)oc1NCc1ccco1	2
CC(C)=CC1C(C(=O)NC2CCCCC2C(F)(F)F)C1(C)C (configuration not stated)	1
COC(=O)c1c(C)[nH]c(C)c1-c1ccc(Cl)cc1	1
Cc1[nH]c(SCC(=O)NCC2(c3ccccc3)CC2)nc1Cc1ccccc1	1
Cc1cccc(NC(=S)NNC(=O)c2ccc(Br)cc2)c1	4
N#C/C(=C/c1ccc(OC(F)F)cc1)C(=O)N(C1CCCCC1)C1CCCCC1	6
CC(C)c1ccc(C(=O)COC(=O)c2ccc(S(=O)(=O)NCc3ccco3)cc2)cc1	-2
Brc1cccc(-c2nc(-c3ccccc3)no2)c1	-22

Screening results from PubChem BioAssay.

These rows are one share of the data (hit frequency here may not be typical).
